# Screening data: PubChem BioAssay, The Scripps Research Institute Molecular Screening Center
# EBNA-1 inh – blocks EBNA-1 binding to DNA. EBNA-1 DNA binding, fluorescence polarization. inhibition, % at 14.8 µM. 300,000 compounds, 0.34% hits. AID 1950; in the data active = inhibition above about 28%
# ZTA counter – ZTA (EBV) inhibition in EBNA-1 counter-screen; P03206; AID 2234; inhibition, % at 11 µM; ZTA-DNA binding, fluorescence polarization; 320,000 compounds, 0.15% hits; in the data active = inhibition above about 33%
# Target sequence (P03206 whole entry, looked up): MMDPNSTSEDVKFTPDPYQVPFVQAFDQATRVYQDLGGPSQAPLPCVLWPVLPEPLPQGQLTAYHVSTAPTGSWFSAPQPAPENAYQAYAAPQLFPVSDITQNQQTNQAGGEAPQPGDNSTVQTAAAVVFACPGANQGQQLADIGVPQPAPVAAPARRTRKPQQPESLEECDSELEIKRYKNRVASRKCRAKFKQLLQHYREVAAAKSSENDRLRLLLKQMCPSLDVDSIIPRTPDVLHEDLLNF
# GSTO1 inh – GSTO1 inhibition, counter-screen for RBBP9 inhibitors; P78417; recombinant GSTO1, activity-based probe fluorescence polarization; inhibition, % at 5.96 µM; 300,000 compounds, 1.1% hits;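 active = inhibition above the campaign mean inhibition plus 3 SD, cut at about 35% in these data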;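 note: 0% = GSTO1-1 with DMSO and 100% = wells lacking GSTO1-1 enzyme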
# PAFAH1B3 FP inh – PAFAH1B3 (human) inhibition; Q15102; AID 492972; inhibition, % at 3.39 µM; recombinant PAFAH1B3, FP-rhodamine probe, fluorescence polarization; 340,000 compounds, 0.28% hits;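 active = inhibition above the screen-wide average of all tested compounds plus 3 SD, cut at about 25% in these data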;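 note: 0% = enzyme with DMSO only and 100% = wells lacking PAFAH1B3 protein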
# PAFAH2 FP inh – inhibitors of human PAFAH2; recombinant PAFAH2, FP-rhodamine activity probe, fluorescence polarization; inhibition, % at 3.39 µM; 340,000 compounds, 0.99% hits; AID 492956;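 active = inhibition above the mean over all tested compounds plus 3 SD, cut at about 30% in these data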;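 note: inhibitors block probe labeling of enzyme so polarization drops; 0% = enzyme with DMSO and 100% = wells lacking PAFAH2 protein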
# PREPL inh – inhibits the human prolyl oligopeptidase-like enzyme; inhibition, % at 5.96 µM; recombinant PREPL, fluorescence polarization activity-based probe; AID 2751; 320,000 compounds, 0.68% hits; in the data active = inhibition above about 43%;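 note: 0% = enzyme with DMSO and 100% = wells lacking enzyme; many of its hits are not listed in these tables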
# LYPLA1 inh – blocks human lysophospholipase 1, a PME1 counter-screen. recombinant LYPLA1, FP-Rh probe fluorescence polarization. AID 2174. 320,000 compounds, 0.16% hits. inhibition, % at 5.9 µM. O75608;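 active = inhibition above the mean of all tested compounds plus 3 SD, set per campaign, cut at about 14% in these data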;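 note: inhibitors block serine hydrolase probe labeling of LYPLA1 so polarization falls; 0% = enzyme with DMSO and 100% = wells lacking LYPLA1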
# LYPLA2 inh – LYPLA2 (human) inhibition in PME1 counter-screen. O95372. recombinant LYPLA2, FP-Rh probe fluorescence polarization. inhibition, % at 5.9 µM. 320,000 compounds, 0.38% hits. AID 2177;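 active = inhibition above the screen-wide mean plus 3 SD, limit set per campaign, cut at about 26% in these data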;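 note: 0% = LYPLA2 with DMSO and 100% = wells lacking LYPLA2 enzyme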
# PAD4 FP inh – PAD4 (human) enzyme inhibition; AID 485272; 330,000 compounds, 0.41% hits; recombinant PAD4, RCA probe fluorescence polarization; inhibition, % at 6.36 µM; Q9UM07;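 active = percent inhibition above a cutoff equal to the mean of all tested compounds plus 3 SD, cut at about 15% in these data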;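 note: 0% = PAD4 with RCA probe and DMSO and 100% = probe without PAD4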
# Target sequence (Q9UM07 whole entry, looked up): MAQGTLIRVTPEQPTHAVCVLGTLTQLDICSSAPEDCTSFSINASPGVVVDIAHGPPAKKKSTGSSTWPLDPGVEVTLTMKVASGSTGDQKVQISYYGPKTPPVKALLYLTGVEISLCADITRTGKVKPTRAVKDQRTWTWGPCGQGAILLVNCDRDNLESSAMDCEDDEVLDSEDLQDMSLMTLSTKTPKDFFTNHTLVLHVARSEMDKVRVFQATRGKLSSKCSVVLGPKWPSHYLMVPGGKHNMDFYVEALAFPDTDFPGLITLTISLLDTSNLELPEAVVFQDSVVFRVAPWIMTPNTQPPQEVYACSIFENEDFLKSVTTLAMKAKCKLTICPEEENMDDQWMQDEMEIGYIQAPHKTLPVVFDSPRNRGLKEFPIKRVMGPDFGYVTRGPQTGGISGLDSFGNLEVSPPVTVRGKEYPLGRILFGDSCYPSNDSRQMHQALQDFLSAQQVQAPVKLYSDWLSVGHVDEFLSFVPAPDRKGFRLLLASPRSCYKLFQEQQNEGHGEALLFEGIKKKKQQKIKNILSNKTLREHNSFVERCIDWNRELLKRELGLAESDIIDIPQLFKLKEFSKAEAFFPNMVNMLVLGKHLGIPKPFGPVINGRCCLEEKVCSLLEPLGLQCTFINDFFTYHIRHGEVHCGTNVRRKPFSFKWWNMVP
# The depositor's hits bear a star; . = not tested or not shown.
# The opening 6 compounds, to show the layout:
SMILES,EBNA-1 inh,ZTA counter,GSTO1 inh,PAFAH1B3 FP inh,PAFAH2 FP inh,PREPL inh,LYPLA1 inh,LYPLA2 inh,PAD4 FP inh
COc1cc(NC(=O)c2ccco2)c(OC)cc1NC(=O)CSc1nnc(-c2cccs2)n1C,6,-2,7,-2,1,3,1,-1,0
NC(CC(=O)O)c1cccc(OCc2ccccc2)c1 (stereo not drawn),6,-5,2,-8,2,-15,1,1,-2
Cn1nc(-c2ccccc2)cc1NC(=O)C1CCCCC1,-6,-2,-6,-2,-1,9,1,-5,-1
O=C(COC(=O)c1ccccc1O)NC1CCCc2ccccc21 (stereo not drawn),.,.,.,6,4,-10,.,.,2
O=S(=O)(c1cc(F)ccc1F)N1CCN(c2ccccn2)CC1,-6,-11,2,0,-3,-10,-1,-2,1
COc1ccc(-c2nnc(NC(=O)c3ccccc3C)o2)cc1,-2,-6,5,7,-7,-3,2,6,-1

# The list itself (from the top)
SMILES,EBNA-1 inh,ZTA counter,GSTO1 inh,PAFAH1B3 FP inh,PAFAH2 FP inh,PREPL inh,LYPLA1 inh,LYPLA2 inh,PAD4 FP inh
COc1cc(NC(=O)c2ccco2)c(OC)cc1NC(=O)CSc1nnc(-c2cccs2)n1C,6,-2,7,-2,1,3,1,-1,0
NC(CC(=O)O)c1cccc(OCc2ccccc2)c1 (stereo not drawn),6,-5,2,-8,2,-15,1,1,-2
Cn1nc(-c2ccccc2)cc1NC(=O)C1CCCCC1,-6,-2,-6,-2,-1,9,1,-5,-1
O=C(COC(=O)c1ccccc1O)NC1CCCc2ccccc21 (stereo not drawn),.,.,.,6,4,-10,.,.,2
O=S(=O)(c1cc(F)ccc1F)N1CCN(c2ccccn2)CC1,-6,-11,2,0,-3,-10,-1,-2,1
COc1ccc(-c2nnc(NC(=O)c3ccccc3C)o2)cc1,-2,-6,5,7,-7,-3,2,6,-1
O=C(CNC(=O)c1ccc(Cl)cc1)NC1CCCCC1,-3,-1,4,2,-6,-3,0,0,-2
Cc1ccc(C)c(NC(=O)CN(C)C(=O)c2ccc3c(=O)n4c(nc3c2)CCC4)c1,.,-7,.,10,1,5,-1,0,2
CCC1CN(C(=O)N2CCC(C(=O)NCCc3ccccc3)CC2)c2ccccc2O1 (stereo not drawn),-14,-13,-4,9,0,6,-1,1,0
COc1cc(NC(=S)N(C)C)c(OC)cc1Cl,-9,-2,3,.,.,12,0,0,-1
S=C(NCc1ccc2[nH]c3c(c2c1)CCCC3)Nc1ccccc1,-7,-4,-5,19,4,18,-2,7,-1
NS(=O)(=O)c1cccc(NC(=O)CCCNC(=O)c2ccc(Cl)cc2)c1,-4,-6,7,-2,0,-1,3,-1,-3
CC(C)(C)OC(=O)[C@H](CCCCN)NC(=O)c1nc[nH]c1C(=O)N[C@@H](CCCCN)C(=O)OC(C)(C)C,.,.,.,-3,7,18,.,.,2
CC1CC(Nc2ccccc2)c2ccccc2N1C(=O)c1ccncc1 (stereo not drawn),-2,-7,8,6,2,2,1,6,0
O=C(Cc1nn[nH]n1)c1ccccc1O,1,-1,-2,2,5,0,1,7,1
CCOC(=O)c1c(C)n(C)c2ccc(OCC(O)CN3CCC(C)CC3)cc12 (stereo not drawn),7,10,5,0,2,8,3,-3,-1
CC(C)C(NS(=O)(=O)c1ccc2c(c1)OCCO2)C(=O)NCCc1ccccn1 (stereo not drawn),-8,14,10,0,-1,1,-1,1,2
Cc1ccc(S(=O)(=O)c2nc(-c3ccco3)oc2SCC(=O)NCC2CCCO2)cc1 (stereo not drawn),-4,3,2,-2,0,11,-8,-4,-3
Cc1ccccc1NC(=O)Cn1nnc2c(cnn2-c2ccc(F)cc2)c1=O,-2,7,1,0,-2,16,-5,-5,-2
COc1cc2c(cc1OC)C(C(=O)O)C(c1ccc(C)o1)N(C)C2=O (stereo not drawn),0,5,-6,8,4,2,2,-2,-2

# Of the compounds above, five have four or more nitrogen atoms:
SMILES,EBNA-1 inh,ZTA counter,GSTO1 inh,PAFAH1B3 FP inh,PAFAH2 FP inh,PREPL inh,LYPLA1 inh,LYPLA2 inh,PAD4 FP inh
COc1cc(NC(=O)c2ccco2)c(OC)cc1NC(=O)CSc1nnc(-c2cccs2)n1C,6,-2,7,-2,1,3,1,-1,0
Cc1ccc(C)c(NC(=O)CN(C)C(=O)c2ccc3c(=O)n4c(nc3c2)CCC4)c1,.,-7,.,10,1,5,-1,0,2
CC(C)(C)OC(=O)[C@H](CCCCN)NC(=O)c1nc[nH]c1C(=O)N[C@@H](CCCCN)C(=O)OC(C)(C)C,.,.,.,-3,7,18,.,.,2
O=C(Cc1nn[nH]n1)c1ccccc1O,1,-1,-2,2,5,0,1,7,1
Cc1ccccc1NC(=O)Cn1nnc2c(cnn2-c2ccc(F)cc2)c1=O,-2,7,1,0,-2,16,-5,-5,-2

# (listing goes on)
SMILES,EBNA-1 inh,ZTA counter,GSTO1 inh,PAFAH1B3 FP inh,PAFAH2 FP inh,PREPL inh,LYPLA1 inh,LYPLA2 inh,PAD4 FP inh
COc1ccc(CNc2ccccc2SC)cc1OC,18,-13,-2,5,-8,3,3,2,0
COc1ccc(CNC(=O)CCCn2nc(C)c3c(C)n(-c4ccc(C)cc4)nc3c2=O)cc1,11,2,2,0,-2,7,-1,2,-6
C=CCn1cc(C(=O)NCc2cccnc2)c(=O)c2cc(S(=O)(=O)N(CC)CC)ccc21,-9,1,2,1,6,-5,2,0,3
CCOc1ccc(NC(=O)CSc2nc3nc(C)cc(C)n3n2)cc1,0,-11,-3,-2,4,1,-1,1,-7
COc1ccc(C(=O)N2CCN(c3nc4ccccc4o3)CC2)cc1OC,7,0,-2,-4,1,-1,1,-1,0
N#CC1=C2Sc3ccccc3N2CCCC1=O,6,8,-2,10,6,-9,0,4,-2
c1ccc(C(Cc2nc(-c3cccnc3)no2)c2ccccc2)cc1,0,-3,-1,7,4,-34,1,-4,1
Cc1ccc2nsnc2c1NC(=O)c1ccc2c(c1)OCCO2,3,6,3,1,1,-3,-1,7,0
OCCN(CC#CC(O)(c1ccccc1)c1cccc(F)c1)CCO (stereo not drawn),-1,-16,17,-1,6,2,-1,4,2
CN1CCCCc2c1nc1c(c2N)CCCC1,-8,-8,-5,0,4,18,-4,-2,-2
CC(C)C(NC(=O)c1ccc(Cl)cc1)C(=O)O (stereo not drawn),4,2,3,-1,1,6,-1,4,33*
Cn1nc(-c2ccccc2)cc1NC(=O)c1ccc(Cl)cc1,4,-1,-7,-6,-11,-3,-2,-1,-2
Cc1cccc(C(=O)NCCC(=O)NCc2ccccc2Cl)c1,.,-4,.,3,1,1,-3,3,1
Cc1cc(C(=O)NC2CCCN(Cc3ccc(Cl)cc3)C2)c(C)o1 (stereo not drawn),-4,-11,0,6,4,12,-1,-4,8
COc1cc(OC)nc(Oc2cc(C=O)ccc2OC)n1,1,-9,-1,3,3,5,-1,-1,0
CCCCN(CCCC)S(=O)(=O)c1ccc(C(=O)Nc2nnc(CSC)o2)cc1,5,-1,5,5,-3,20,0,0,-6
COCCNc1cc(C)nc2cc(-c3ccc(C)cc3)nn12,-8,6,10,5,-4,8,1,5,-6
COc1cccc(N(CC(=O)Nc2ccccc2C)S(C)(=O)=O)c1,-2,-4,5,1,2,6,4,9,6
C=CCOc1ccc(CNCC2CCCO2)cc1 (stereo not drawn),-13,3,-3,7,-4,2,-3,-2,-2
O=S(=O)(Cc1ccc(Cl)cc1)c1ccccc1-c1nnc(-c2ccccc2)o1,1,-1,-5,-2,-1,-11,-1,-4,-3
CCn1c(CNC(=O)c2ccccc2Cl)cc2ccccc21,0,1,-1,1,2,-10,2,-6,-5
O=c1cc(-c2ccccc2)n(S(=O)(=O)c2ccc3ccccc3c2)o1,1,-5,11,0,16,-9,0,4,0
CCOC(=O)c1c(-c2ccc(Cl)cc2)cn2ccccc12,-5,0,1,6,0,13,0,-3,-9
CCCCN1CCc2c1nc1ccc(Br)cc1c2N,5,9,5,2,11,37,-1,-4,-3
Cc1ccc(OCc2nnc(SCC(=O)c3ccccc3)n2Cc2ccco2)cc1,2,8,17,0,7,-19,0,-2,-6
Cc1ccc(-c2csc(N3CCN(CCCn4c(-c5ccncc5)nc5ccccc54)CC3)n2)cc1,5,4,7,8,-4,16,-4,-5,1
Cc1nc2nc(SCC(=O)NCCCN3CCCCC3)nn2c(C)c1Cc1ccccc1,2,-3,-2,0,2,15,4,2,-2
CN(C)S(=O)(=O)c1ccc(C(=O)Nc2cccnc2)cc1,-1,13,12,1,4,-4,-2,-2,1
Cc1ccc(N2CC(C(=O)Nc3nnc(C(C)C)s3)CC2=O)cc1 (stereo not drawn),0,-8,10,4,3,10,-1,5,0
CCOC(=O)Cn1c(O)c(N=NC(=O)OC)c2ccccc21,5,16,9,2,-5,-13,0,-1,1
COc1ccc(NC(=O)CSCC(=O)N(C)CC(=O)Nc2c(C)cccc2C)cc1,.,0,.,3,10,14,-1,5,0
Cc1ccc(N2C(=O)CC(Sc3ncn[nH]3)C2=O)cc1C (stereo not drawn),-3,0,2,0,-3,2,-4,-4,-1
O=c1cc(-c2ccc3c(c2)OCCO3)oc2ccc(Cl)cc12,5,-2,-3,2,0,1,-1,2,-6
CCc1ccc2nc(N(CCCN(C)C)C(=O)c3ccc(S(=O)(=O)N(C)C4CCCCC4)cc3)sc2c1,-9,-31,26,12,8,12,-5,-3,-3
O=C(NCc1ccccn1)C1CC(=O)N(C2CCCC2)C1 (stereo not drawn),-2,6,1,8,-2,1,-1,-2,-3
NS(=O)(=O)c1ccc(CCNC(=O)c2cccc3ccccc23)cc1,-7,4,7,3,-18,-8,-4,-3,1
O=C(NC(NC(=S)Nc1cccc(C(=O)O)c1)C(Cl)(Cl)Cl)OCc1ccccc1 (stereo not drawn),-2,-5,-18,6,1,3,-1,4,-5
CCCOc1ccc(Oc2cc(C)nc(SC)n2)nn1,-1,9,-3,8,4,18,0,0,-6
CC(=O)N1CCN(C2=NC(=O)/C(=C\c3cccs3)S2)CC1,7,4,4,-5,-5,-4,6,3,-3
CC(C)C(=O)NS(=O)(=O)c1ccc(N)cc1,2,1,2,9,0,-6,3,11,0
O=C1OC(Nc2ccc(Br)cn2)c2ccccc21 (stereo not drawn),4,6,-5,4,1,0,0,2,-1
Cc1[nH]c(C)c(S(=O)(=O)N2CCN(c3ccccc3F)CC2)c1C(=O)N1CCCCC1,-11,0,-5,-4,7,17,0,-1,3
CC1CCCCN1CCNC(=O)c1ccc2c(=O)n(Cc3ccc(Cl)cc3)c(=S)[nH]c2c1 (stereo not drawn),-10,-6,18,8,-15,-47,-9,-11,-7
CC(C)C(=O)Nc1ccc2c(c1)nc1n2CCSC1,4,-15,8,-2,-11,15,-1,5,2

# A portion of the library, so the mix of outcomes need not match the whole.
